High-throughput results (PubChem BioAssay)
HT1080 IDH1KD tx – qHTS for induction of synthetic lethality in tumor cells producing 2HG: qHTS for the HT-1080-IDH1KD cell line; 360,000 compounds, 2% hits; HT-1080 IDH1 knockdown viability, ATP luminescence, 48 h; AID 686971, 2013; Potency, µM (series often up to 46.1 µM), for inactives: at the highest dose activity, negative = toxicity, most hits filed as cytotoxic;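 further: 0% = DMSO wells and -100% = cell-free medium wells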
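Using the IDH1-knockdown HT-1080 line run in the same batch and compound series as the NT line, viability after 48 h at 37 °C was determined by CellTiter-Glo luminescence and expressed as % activity.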
TDP-43 yeast inh – qHTS of TDP-43 Inhibitors; 410,000 compounds, 1.8% hits; Potency, µM (series often up to 46.1 µM), for the others: at the top dose growth rescue (activation), actives largely listed as activators; TDP-43 expressing yeast growth rescue, BacTiter-Glo, 24 h; AID 652104, 2013; further: % of control where 0% means no effect; nearly all actives have a fitted effect of over 50% in size
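In this qHTS, compounds that restore growth of yeast expressing TDP-43 appear as activators. Cells (OD600=0.02, galactose medium, raffinose-pregrown) are incubated with compound 24 hr at 30 deg C and growth is quantified by BacTiter-Glo.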
KB-3-1 cytotox – qHTS assay for MDR1-selective chemotherapeutics: Primary screen using the parental adenocarcinoma cell KB-3-1. AID 1347075, 2019. Potency, µM (titrated, usually from 46.1 µM), for the others: at the top dose activity change, negative = cytotoxic, actives largely listed as cytotoxic. KB-3-1 viability, CellTiter-Glo ATP luminescence, 72 h. 400,000 compounds, 1.4% hits; further: on the % scale 0 is the no-effect control and ±100 the full control effect; nearly all actives have a fitted effect of over 60% in size
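Here the drug-naive KB-3-1 line serves as comparator for MDR sub-line selectivity; cells received compound titrations, 72 h at 37 °C, then CellTiter-Glo readout.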
KB-V1 cytotox – qHTS assay for MDR1-selective chemotherapeutics: Primary screen using the drug-selected MDR subline cells KB-V1 | KB-V1 MDR cells viability, CellTiter-Glo, 72 h | Potency, µM (top dose mostly 46.1 µM), for the others: at the top dose activity change, negative = cytotoxicity, hits mostly cytotoxic | 400,000 compounds, 3.4% hits | AID 1347076, 2019; further: on the % scale 0 is the no-effect control and ±100 the full control effect; nearly all actives have a fitted effect of over 60% in size
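In this primary screen, KB-V1 cells overexpressing P-gp are incubated with library compounds (lowest to highest concentration) for 72 h at 37 degrees C before a luminescent ATP viability read.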
GLP1R inv ag – qHTS of GLP-1 Receptor Inverse Agonists (Inhibition Mode) | Glucagon-like peptide 1 receptor (Homo sapiens), P43220 | HEK293 GLP-1R CRE-luciferase, luminescence, 24 h; GLP-1R form is constitutively active | Potency, µM (top dose mostly 38.3 µM), for inactives: at the highest dose activity change, negative = inhibition, hits mostly inhibitors | 410,000 compounds, 1.6% hits; further: on the % scale 0 is the no-effect control and ±100 the full control effect; nearly all actives have a fitted effect of over 55% in size
Target sequence (P43220 whole entry, looked up): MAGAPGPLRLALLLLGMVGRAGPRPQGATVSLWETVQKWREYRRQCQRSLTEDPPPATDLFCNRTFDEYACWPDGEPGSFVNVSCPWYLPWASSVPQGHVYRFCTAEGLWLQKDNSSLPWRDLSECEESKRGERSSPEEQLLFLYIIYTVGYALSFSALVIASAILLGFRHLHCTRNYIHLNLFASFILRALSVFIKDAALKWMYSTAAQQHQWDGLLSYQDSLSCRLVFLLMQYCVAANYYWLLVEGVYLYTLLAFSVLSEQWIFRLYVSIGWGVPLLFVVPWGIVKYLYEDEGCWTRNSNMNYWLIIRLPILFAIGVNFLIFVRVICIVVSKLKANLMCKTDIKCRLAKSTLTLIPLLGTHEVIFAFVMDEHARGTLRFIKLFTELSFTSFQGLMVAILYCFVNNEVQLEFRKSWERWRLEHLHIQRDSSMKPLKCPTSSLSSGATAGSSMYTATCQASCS
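qHTS in 1536-well format: reporter HEK293 cells expressing constitutive GLP-1R activity in DMEM + 10% Nu serum, 24 hr with compounds at 37 deg C, luminescence read after 12 min with detection reagent.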
GLP1R cytotox – qHTS of GLP-1 Receptor Inverse Agonists: Cytotox Screen | HEK293 cAMP-luciferase reporter cells, luminescence, 24 h | Potency, µM (highest dose often 38.3 µM), for the others: at the highest dose activity change, negative = inhibition, hits mostly inhibitors | 410,000 compounds, 0.13% hits | AID 624418, 2012;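 further: loss of luciferase light is scored as toxicity; on the % scale 0 is the no-effect control and ±100 the full control effect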
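Compound-treated cells are incubated 24 hr at 37 deg C under 5% CO2 after a 12 hour attachment period, then luciferase detection reagent is added and luminescence is measured following 12 min at room temperature; lowered signal indicates toxicity.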
GLP1R ag – qHTS of GLP-1 Receptor Agonists | Glucagon-like peptide 1 receptor (Homo sapiens), P43220 | HEK293 GLP-1R CRE-luciferase, luminescence, 4-6 h; cells express a hypersensitive GLP-1R form | Potency, µM (series often up to 45.6 µM), for inactives: top-dose activation, actives largely listed as activators | 380,000 compounds, 0.007% hits | AID 624172, 2012; further: % of control where 0% means no effect
SW480 rerep – A quantitative high throughput screen for small molecules that induce DNA re-replication in SW480 colon adenocarcinoma cells | SW480 DNA re-replication, Hoechst DNA content imaging, 48 h | Potency, µM (highest dose often 46.1 µM), for the others: at the top dose re-replication activation, usual class: activators | 340,000 compounds, 1.8% hits | AID 624297, 2012; further: % of control where 0% means no effect; nearly all actives have a fitted effect of over 55% in size
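Treated cells incubate 48 hr (37 C, 5% CO2), are stained 40 min with Hoechst, and nuclear fluorescence is enumerated; a rise in nuclei with high DNA signal marks re-replication.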
HT1080-NT tox – qHTS for induction of synthetic lethality in tumor cells producing 2HG: qHTS for the HT-1080-NT fibrosarcoma cell line; HT-1080-NT fibrosarcoma viability, CellTiter-Glo ATP luminescence, 48 h; Potency, µM (top dose mostly 46.1 µM), inactives show at the top dose activity, negative = less viability, actives largely listed as cytotoxic; 360,000 compounds, 1.6% hits; AID 686970, 2013;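 further: NT is the 2HG producing partner of a matched IDH1 knockdown line; 0% = DMSO-treated cells and -100% = media-only wells without cells; nearly all actives have a fitted effect of over 55% in size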
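Read-out is CellTiter-Glo luminescence after 10 minutes at room temperature, following 48 hours' compound treatment of HT-1080-NT cells (750 cells/well, RPMI, 5% FBS, 37 degrees C).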
* = called active by the depositor; ? = inconclusive; . = not tested or not shown; [ ] = another dose, or the depositor's remark. The call rests on the fitted dose curve; in most records, active means well fitted curve in the direction sought with a large enough effect; inconclusive means small, poorly fitted or top-dose-only effect, or another doubt; inactive means no such curve, though single readings can be large; an effect the other way counts as inactive or inconclusive. Potency means the concentration at half of the fitted maximal effect.

SMILES	HT1080 IDH1KD tx	TDP-43 yeast inh	KB-3-1 cytotox	KB-V1 cytotox	GLP1R inv ag	GLP1R cytotox	GLP1R ag	SW480 rerep	HT1080-NT tox
COc1ccccc1CCNC(=O)C(=O)NCC1OCCN1S(=O)(=O)c1ccc(C)cc1 (configuration not stated)	1%	20%	7%	17%	?	-4%	4%	2%	4%
Nc1cccc(Oc2ccc3c(c2)C(=O)N(CCO)C3=O)c1	21%	.	-1%	-10%	3%	-5%	-1%	1%[1.84 µM]	20%
CN(Cc1nc(-c2cnccn2)no1)CC(O)c1ccccc1 (configuration not stated)	0%	0%	9%	-2%	-1%	1%	2%	-5%	8%
C/C(=N\NC(=O)c1ccc(C)cc1)c1c(C)[nH]n(-c2ccccc2)c1=O	15µM*	?	?	?	?	?	-7%	?	?
COc1ccc(S(=O)(=O)Nc2ccccc2C(=O)Nc2nc(-c3ccc(F)cc3)cs2)cc1OC	?	-9%	?	15µM*	?	13%[1.53 µM]	-13%	?	?
O=C(NC1CC1)c1ccc(CSCc2cccc(F)c2)o1	-6%	0%	-12%	-1%	3%	-11%	13%	-10%	11%
COc1ccc(S(=O)(=O)Cc2ccc(C(=O)N3CCCC3)o2)cc1	7%	13%	10%	0%	2%	-29%	-5%	0%	14%
COc1ccc(N2C[C@H](Cc3ccccc3)[C@@H](CC(=O)Nc3ccccc3)C2=O)cc1	-7%	9%	-26%	-2%	?	1%	5%	.	-5%
Cc1ccc(CC(NC(=O)c2ccc(C)cc2)C(=O)O)cc1 (configuration not stated)	1%	1%	0%	-6%	10%	3%	-1%	?	-2%
CCCCn1c(CCNC(=O)c2ccc(F)cc2)nc2ccccc21	.	19%	1%	-12%	?	0%	1%	.	.
COc1cccc(C(=O)NN2C(=O)C3C4C=CC(O4)C3C2=O)c1 (configuration not stated)	9%	14%	0%	20%	7%	0%	1%	13%	8%
Cc1cccc(CNC(=O)C2CCC(=O)N(C3CC3)C2)c1 (configuration not stated)	5%	7%	-2%	0%	18%	-12%	2%	4%	4%
O=C(c1ccc(Cl)c(S(=O)(=O)N2CCCC2)c1)N1CCN(c2ccc(F)cc2)CC1	-3%	?	?	5.8µM*	?	5%	0%	-3%	-19%
Cc1sc2ncnc(N3CCN(Cc4ccccc4)CC3)c2c1-c1ccc(F)cc1	5%	0%	?	15µM*	6%	-14%	4%	-1%	4%
CCOC(=O)c1cc2c(=O)n3ccccc3nc2n(Cc2ccco2)c1=NC(=O)c1ccc(C)c(C)c1	.	15%	0%	1%	15%	184%[activator]	.	.	.
Cn1nnc2cc(C(=O)N3CCN(c4ccccn4)CC3)ccc21	18%	-19%	-2%	?	0%	2%	10%	-1%	-4%
Cc1cc(C)n2nc(SCCOc3ccc(F)cc3)nc2n1	-13%	-8%[9.22 µM]	1%	-4%	114%[activator]	10%	20%	-21%	0%
O=C(O)COc1ccc(NC(=O)c2ccc(NC(=O)c3ccco3)cc2)cc1	26%	-12%	4%	9%	29%	12%	0%	-2%	-1%
CC(C)(Oc1ccc(Cl)cc1)C(=O)NC1=NN(c2ccccc2)C(=O)C1	-28%	-11%	?	?	?	7%	-1%	1%	-13%
COC(=O)C(CO)Nc1ncnc2onc(-c3ccc(F)cc3)c12 (configuration not stated)	-13%	1%	14%	0%	-10%	6%	3%	-12%	-11%
CCOc1ccc(N2CC(C(=O)N3CCN(c4ccccn4)CC3)CC2=O)cc1 (configuration not stated)	3%	-9%	0%	?	-14%	16%	1%	-1%	-2%
O=C(N/C(=C/c1cccs1)C(=O)N1CCCCCC1)c1ccccc1	9%	3%	2%	21µM*	0%	-10%	8%	2%	3%
O=c1/c(=C/c2ccc(O)c([N+](=O)[O-])c2)sc2nc3ccccc3n12	2%	-22%	0%	-6%	0%	-9%	2%	-18%	0%
CC(=O)OC(C(=O)NC1CCCCC1)c1ccccc1 (configuration not stated)	-2%	-14%	11%	7%	-3%	23%	-4%	-8%	0%
Cc1ccnc(SC2CC(=O)N(c3ccc(Cl)cc3)C2=O)n1 (configuration not stated)	-3%	27%	6%	14%	-10%	-19%	1%	1%	-1%
O=[N+]([O-])c1cccc(CSc2cccc[n+]2[O-])c1	18%	-1%	-2%	?	11%	-8%	1%	-2%	10%
Cc1ccc(C)c(N2CCN(c3ncnc4c3cnn4-c3ccccc3)CC2)c1	1%	-5%	0%	3%	12%	3%	-3%	15%	0%
Cc1ccc(N2CCN(C(=O)C(=O)c3cccc(Br)c3)CC2)cc1	-2%	16%	-12%	-42%	-29%	1%	.	.	-4%
O=C(OCC(=O)c1c[nH]c2ccccc12)c1cccc(S(=O)(=O)N2CCCCCC2)c1	-1%	-19%	-4%	?	?	-21%	-34%[inhibitor]	-41%[inhibitor]	-3%
CCOC(=O)c1ccc(N2C(=O)c3[nH]nc(-c4ccc(OC)cc4)c3C2c2cccc(O)c2)cc1 (configuration not stated)	.	1%	?	-15%	?	?	-2%	.	.
NC1=NC[C@@H](Cc2ccc(O)cc2)N1CCc1cccc(F)c1	-4%	-1%	-6%	?	9%	6%	6%	?	0%
OC1CCN(c2cc(-c3ccccc3)nc3cc(-c4ccc(F)cc4)nn23)CC1	2%	0%	13%	12%	?	-1%	20%	1%	10%
O=C(c1ccc2c(=O)n(C3CCCC3)c(=S)[nH]c2c1)N1CCN(C2CCCCC2)CC1	3%	14%	0%	?	-2%	-4%	0%	-9%	8%
COc1ccc(NC(=O)C(NC(=O)c2ccccc2)C(C)C)cc1 (configuration not stated)	?	-13%	0%	21µM*	0%	1%	-5%	0%	0%
Cc1ccc(C(C)C)c(OCCCCCN2CCOCC2)c1	7%	-5%	8%	1%	?	-2%	0%	-7%	9%
O=C(/C=C/c1cccc(C(F)(F)F)c1)NNC(=O)c1ccncc1	2%	-19%	-2%	-3%	-1%	2%	0%	47%	-4%
Cc1ccc(P(=O)(c2ccc(C)cc2)[C@@H](NC(c2ccccc2)c2ccccc2)c2ccccc2)cc1	16µM*	21%	?	21µM*	?	-29%	-4%	.	15µM*
CC1CC(=O)NN1C(=O)c1ccccc1 (configuration not stated)	23%	-24%	22%	4%	3%	-2%	3%	-6%	18%
C[C@@H]1CN([C@@H](C)CO)S(=O)(=O)c2ccc(Br)cc2O[C@@H]1CN(C)C(=O)c1ccc(F)cc1	-1%	10%	-1%	-6%	-16%	-2%	-5%	.	7%
CCCN(CCC)CCCNC(=S)Nc1ccc2nc3n(c(=O)c2c1)CCCCC3	2%	-15%	0%	-15%	?	13%	6%	66%	1%
COc1cc(O)oc1C=Nc1ccc(C(F)(F)F)cc1	?	13%	0%	3%	0%	0%	21%	-3%	?
Cc1ccccc1CN1CCN(CC2CC2)CC1CCO (configuration not stated)	5%	11%	2%	2%	5%	3%	0%	1%	-2%
Cc1cc(S(=O)(=O)N2CCN=C2c2ccccc2)c(C)cc1Cl	-3%	8%	-15%	?	12%	6%	3%	0%	-1%
CCn1c(CNC(=O)c2ccc(OC)cc2)nnc1SCC(=O)Nc1ccccc1	.	-18%	14%	8%	-7%	2%	0%	.	.
CCOC(=O)c1cnc2c(OC)cccc2c1N1CCN(c2ccccc2OC)CC1	-15%	10%	?	?	?	?	-3%	-2%	-26%
CCOC(=O)c1c(NC(=O)c2c(Br)cnn2C)c(C#N)nn1-c1ccccc1	-6%	?	-6%	?	8%	-6%	5%	3%	?
CCOc1ccc(C(=O)COC(=O)c2cc(=O)[nH]c3ccccc23)cc1	1%	-3%	2%	-3%	17%	8%	0%	-3%	-2%
Cc1cc(Br)cc(Cl)c1OCC(=O)NC(=O)NCc1ccccc1	0%	10%	1%	-5%	9%	6%	-1%	7%	6%
COc1ccc(OC)c(/C=C/C(=O)c2ccc3c(c2)OCO3)c1	?	?	-19%	-10%	?	4%	-5%	?	?
NC(=O)C1CCN(c2oc(-c3cccs3)nc2S(=O)(=O)c2ccc(Br)cc2)CC1	18%	-6%	8%	-3%	?	?	1%	-10%	9%
CCC(c1nnnn1CC1CCCO1)N(CCCO)Cc1cc2cccc(C)c2[nH]c1=O (configuration not stated)	-1%	-12%	7%	-2%	0%	-3%	5%	-9%	-7%
CCOC(=O)N1CCN(S(=O)(=O)c2cccc3cccnc23)CC1	-2%	20%	20%	-3%	-5%	-14%	-9%	-3%	0%

Hits appear at their usual frequency. About 9.4% of those tested had a hit in this group.
